mIDH1 inhibitor – human IDH1 R132H inhibition. O75874. IDH1-R132H enzyme, NADPH consumption, diaphorase/resazurin fluorescence. Potency, µM (highest dose often 76.6 µM), for inactives: at the top dose activity change, negative = inhibition, most hits filed as inhibitors. 390,000 compounds, 0.093% hits; also: potency is read from the fitted curve at half-maximal effect; % is scaled to controls: 0 for no effect and ±100 for the full control effect; nearly all actives have a fitted effect of over 65% in size
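IDH1-R132H (0.5 ug/mL dispensed) in pH 7.5 Tris buffer was preincubated 30 min with compound, then given a substrate mix of 0.016 mM NADPH and 2 mM alpha-KG for 80 min at room temperature; remaining NADPH was read by diaphorase/resazurin fluorescence.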
D2 antagonist – antagonists of human D2 dopamine receptor; P14416; HEK293 TREx D2 cells, calcium flux, dopamine EC80; inhibition, % at 10 µM; 340,000 compounds, 2% hits; AID 485344; in the data active = inhibition above about 30%; also: 0% is about no effect
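Calcium mobilization kinetics were recorded at 1 s intervals in tetracycline-induced HEK293 T-REx D2 cells, first for 180 s after compound addition and then 180 s after EC80 dopamine.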
TrxR1 inh – inhibitors of rat thioredoxin reductase 1. O89049. recombinant rTrxR1, NADPH fluorescence consumption, selenite substrate. Potency, µM (doses to about 114 µM), for inactives: at the top dose activity change, negative = inhibition, hits mostly inhibitors. 390,000 compounds, 1% hits. AID 588453; also: potency is read from the fitted curve at half-maximal effect; % is scaled to controls: 0 for no effect and ±100 for the full control effect; nearly all actives have a fitted effect of over 65% in size
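Rat TrxR1 (90 nM in the dispensed reagent) was pre-reduced with 400 uM NADPH for 5 min at room temperature, then incubated with compound for 15 min. After 400 uM selenite was added, NADPH fluorescence (Ex 340/Em 450 nm) was followed for 8 min.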
Pin1 inhibitor – inhibitors of human Pin1 | Pin1 FP peptide displacement, HiFluor488, 10 min | Potency, µM (series often up to 115 µM), without a hit: at the highest dose activity, negative = inhibition, usual class: inhibitors | Q13526 | 390,000 compounds, 0.009% hits; active = well fitted inhibition curve with a large enough effect in the polarisation, with a control signal flat, not every such curve was filed as active; inconclusive = small, poorly fitted or top-dose-only effect, or effect the other way, or a change in a side signal; inactive = no such curve, though single readings can be large or run the other way; the % refers to the polarisation; also: potency is read from the fitted curve at half-maximal effect; % is scaled to controls: 0 for no effect and ±100 for the full control effect
Target sequence (Q13526 whole entry, looked up): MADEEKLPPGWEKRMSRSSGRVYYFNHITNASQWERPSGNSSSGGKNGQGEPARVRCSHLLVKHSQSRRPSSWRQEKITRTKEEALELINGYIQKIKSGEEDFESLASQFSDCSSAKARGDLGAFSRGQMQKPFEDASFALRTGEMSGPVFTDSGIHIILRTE
TrxR1 substrate – is turned over as a substrate by rat TrxR1; 390,000 compounds, 0.01% hits; AID 588456; purified TrxR1 substrate turnover, NADPH consumption readout; Potency, µM (titrated, usually from 114 µM), for the others: at the highest dose activity change, negative = substrate turnover; also: potency is read from the fitted curve at half-maximal effect; % is scaled to controls: 0 for no effect and ±100 for the full control effect; nearly all actives have a fitted effect of over 50% in size
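Rat TrxR1, dispensed at 90 nM, was prereduced with 400 uM NADPH (final) for 5 min at ~22 deg C, then incubated with compound 15 min before 400 uM selenite. A first-read NADPH fluorescence drop versus no-compound background flagged substrates.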
USP1-UAF1 inh – inhibitors of human USP1/UAF1 deubiquitinase. recombinant USP1/UAF1, Ub-Rhodamine cleavage fluorescence. AID 743255. O94782. Potency, µM (series often up to 57.1 µM), for the others: top-dose activity change, negative = inhibition, most hits filed as inhibitors. 390,000 compounds, 0.23% hits; also: potency is read from the fitted curve at half-maximal effect; % is scaled to controls: 0 for no effect and ±100 for the full control effect; nearly all actives have a fitted effect of over 60% in size; inactives centre near -12
Target sequence (O94782 whole entry, looked up): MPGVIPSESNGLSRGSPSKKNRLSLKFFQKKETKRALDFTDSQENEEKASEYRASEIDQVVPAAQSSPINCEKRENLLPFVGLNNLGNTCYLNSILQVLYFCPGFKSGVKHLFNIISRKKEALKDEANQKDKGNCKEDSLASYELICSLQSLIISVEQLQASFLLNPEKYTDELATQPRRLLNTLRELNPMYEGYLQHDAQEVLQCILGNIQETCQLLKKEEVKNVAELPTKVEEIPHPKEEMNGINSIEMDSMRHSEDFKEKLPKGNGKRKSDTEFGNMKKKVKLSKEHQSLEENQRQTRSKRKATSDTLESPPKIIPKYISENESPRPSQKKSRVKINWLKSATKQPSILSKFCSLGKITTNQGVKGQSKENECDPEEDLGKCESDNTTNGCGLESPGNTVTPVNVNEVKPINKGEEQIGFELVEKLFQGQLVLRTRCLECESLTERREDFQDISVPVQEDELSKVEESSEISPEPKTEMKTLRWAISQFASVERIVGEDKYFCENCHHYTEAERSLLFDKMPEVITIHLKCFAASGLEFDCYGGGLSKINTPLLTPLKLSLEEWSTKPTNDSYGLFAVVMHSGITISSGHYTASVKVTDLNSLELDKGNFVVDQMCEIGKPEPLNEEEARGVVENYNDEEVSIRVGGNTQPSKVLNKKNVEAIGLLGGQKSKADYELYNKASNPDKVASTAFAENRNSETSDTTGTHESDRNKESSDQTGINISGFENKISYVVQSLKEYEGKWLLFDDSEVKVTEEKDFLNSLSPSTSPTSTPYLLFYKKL
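Step one: compound is pinned into 1nM USP1/UAF1 in HEPES pH 7.8 buffer with TCEP. Step two: 15 min room-temperature incubation. Step three: Ub-Rho (150nM final) starts cleavage, tracked by fluorescence over six one-minute reads.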
D2 agonist – agonists of human D2 dopamine receptor | HEK293 T-REx D2 cells, calcium flux agonist mode | P14416 | 340,000 compounds, 0.53% hits | AID 485358 | activation, % at 2 µM;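 active = activation over 3 SD above normal in the single-dose calcium agonist read, cut at about 30% in these data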; also: 0% is about no effect
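Agonism is scored from calcium flux in a force-coupled, inducible HEK293 cell line expressing D2, read kinetically for 180 s after compound addition against dopamine controls.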
TRHR PAM – allosterically enhances the human TRH receptor. TRHR cells, fluo-8 calcium fluorescence, EC20 TRH enhancement. 360,000 compounds, 0.66% hits. P34981. enhancement, % at 2 µM; in the data active = enhancement above about 30%; also: 0% is about no effect
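TRHR-expressing cells loaded with fluo-8 calcium dye were read kinetically (ex 480/em 530) during compound addition, then stimulated with an EC20 of TRH (10 nM final). Enhancement of the Gq-mediated intracellular calcium response was scored.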
TRHR ag – TRH receptor (human) agonism; 360,000 compounds, 0.18% hits; TRHR cells, calcium flux fluo-8, FDSS agonist mode; P34981; activation, % at 2 µM; AID 493084; in the data active = activation above about 30%; also: 0% is about no effect
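Read-out: compound-evoked intracellular calcium rise in TRHR cells, fluo-8 dye, kinetic FDSS fluorescence at 1 s/cycle following a 10-cycle baseline. Cells cultured overnight before dye loading (30 min–1.5 h, RT).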
The depositor's hits bear a star; u = inconclusive; x = not tested or not shown; [ ] = remark or other dose. Unless noted, calls follow the shape of the dose curve; as a rule, active = well fitted inhibition curve with a large enough effect; inconclusive = small, poorly fitted or top-dose-only effect; inactive = no such curve, though single readings can be large or run the other way. The list is partial (hit frequency here may not be typical).

SMILES | mIDH1 inhibitor | D2 antagonist | TrxR1 inh | Pin1 inhibitor | TrxR1 substrate | USP1-UAF1 inh | D2 agonist | TRHR PAM | TRHR ag
CCCN(CC(=O)Nc1ccccc1C)C(=O)c1ccc(-c2ccc([N+](=O)[O-])cc2)o1 | -19% | -7 | 3.5µM* | 5% | -3% | -10% | -1.6 | 2 | -0.7
O=C(CN1CCN(c2ccccn2)CC1)Nc1cccc(C(F)(F)F)c1 | 1% | 48* | 12%[57.1 µM] | 2% | 11%[57.1 µM] | -6% | 24 | 1 | 0.0
CCN1CCCC1CNC(=O)C1CCN(C(=O)c2cc3sccc3n2Cc2ccc(F)cc2)CC1 (stereo not drawn) | -23% | 9 | 6% | 31% | 0% | 0% | 0.3 | 0 | 0.3
Cc1ccc(CC2CC(=O)N(c3cc(C)on3)C2=O)cc1 (stereo not drawn) | 1% | 11 | 0% | 6% | -1% | -10% | 1.7 | -17 | 0.0
Cc1cc2c(SCC(=O)Nc3cccc(O)c3)ncnc2s1 | 1% | x | 0% | -1% | -2% | -18% | x | x | x
Cc1ccc(C(=O)N/C(=C/c2cccs2)C(=O)NCc2ccco2)cc1 | 2% | -14 | 1%[57.1 µM] | -1% | 5% | -3% | -0.3 | 5 | -0.5
CCN(CC)c1ccc(/C=C/C(=O)C2C(=O)C=C(C)OC2=O)cc1 (stereo not drawn) | -21% | 50* | -13%[57.1 µM] | u | -8%[57.1 µM] | 4.5µM* | 83* | 40* | 222*
CCOc1ccc2c(c1)C(c1ccc(C)cc1)=NNC(c1ccc(C)cc1)=N2 | 1% | -3 | -2% | 4% | -6% | -14% | -1.7 | -2 | -0.2
O=c1c2ccccc2nnn1Cc1ccccc1Cl | -6% | -3 | -4% | 1% | -9% | -7% | -0.1 | 0 | -0.2
O=C(Nc1ccc(C(=O)OCc2cc(=O)n3c4c(sc3n2)CCCC4)cc1)c1ccccc1 | 29% | x | 19%[57.1 µM] | 2% | 9%[57.1 µM] | -27% | 1.1 | 1 | 0.3
O=C(Nc1ccccn1)C1(c2cccs2)CCOCC1 | 4% | 4 | 5% | 4% | -4% | 4% | 0.9 | 7 | -1.1
OC(CNCc1ccco1)COc1ccccc1 (stereo not drawn) | 5% | 3 | -9% | -5% | -1% | -18% | -0.9 | 0 | 0.4
CCC(C)NC(=O)COC(=O)Cc1sc(N)nc1-c1ccc(C)cc1 (stereo not drawn) | -3% | 2 | 16%[57.1 µM] | 10% | 4% | -19% | -0.9 | 1 | -0.2
C=CCOC(=O)C1=C(C)Nc2[nH]c(=O)[nH]c(=O)c2C1c1cccc(OC)c1 (stereo not drawn) | x | 6 | x | x | x | x | 0.2 | -4 | 0.2
COc1ccc(CCNC(=O)COC(=O)c2cnc(C)cn2)cc1 | 8% | 7 | 5% | -5% | -1% | -16% | -0.2 | -2 | 0.2
O=C(NCCc1nc2ccccc2n1Cc1ccc(Cl)cc1Cl)c1ccco1 | x | x | -15% | -1% | -11% | -15% | 4.7 | -36 | 3.7
CCOc1ccccc1NC(=O)c1nc[nH]c1C(=O)Nc1ccccc1OCC | 7% | 0 | -18% | 0% | 19% | 4% | 0.5 | 0 | 0.0
Cc1ccc(/C=C/C(=O)N(Cc2cccs2)C2CCS(=O)(=O)C2)cc1 (stereo not drawn) | 1% | -7 | -17% | -7% | -7% | -21% | -0.7 | -2 | 0.4
CCOP(=O)(c1ccccc1)C(O)c1ccc([N+](=O)[O-])cc1 (stereo not drawn) | 2% | -5 | 5%[57.1 µM] | 4% | 3%[57.1 µM] | 2% | -1.8 | 5 | 0.3
COc1cc(/C=C/C(=O)OCC(=O)NCc2ccco2)ccc1OCC#N | 2% | -5 | 17%[57.1 µM] | -8% | 11%[57.1 µM] | u | -1.0 | 7 | 0.3
CC[C@]1(C(=O)OC)[C@H]2C(=O)N(C)C(=O)[C@H]2[C@H]2CN=C(SCc3ccc(Cl)cc3)N21 | 7%[38.3 µM] | x | 21% | -3% | 0% | -5% | x | x | x
O=C(NCCc1ccccc1)C(=O)Nc1ccc2c(c1)OCCO2 | 1% | -9 | 3% | -2% | -2% | -20% | 0.2 | -4 | 0.1
CCn1c(CCn2ccnc2C)n[nH]c1=S | 0% | -18 | -25%[57.1 µM] | 1% | 8%[57.1 µM] | -4% | 0.6 | 7 | -0.1
COC(=O)c1ccccc1NC(=O)c1cc2c(s1)-c1ccccc1OC2 | -3% | x | 28% | 3% | 97%[activator] | -5% | 0.3 | -3 | 0.1
COc1cccc(NC(=S)NC2CC(C)(C)NC(C)(C)C2)c1 | 6% | -6 | -17% | -6% | -9% | 1% | 0.6 | 5 | 0.3

Some entries already given with just TRHR PAM and USP1-UAF1 inh:
structure	TRHR PAM	USP1-UAF1 inh
OC(CNCc1ccco1)COc1ccccc1 (stereo not drawn)	0	-18%
COc1ccc(CCNC(=O)COC(=O)c2cnc(C)cn2)cc1	-2	-16%
Cc1ccc(/C=C/C(=O)N(Cc2cccs2)C2CCS(=O)(=O)C2)cc1 (stereo not drawn)	-2	-21%
O=C(NCCc1nc2ccccc2n1Cc1ccc(Cl)cc1Cl)c1ccco1	-36	-15%

The listing continues:
SMILES | mIDH1 inhibitor | D2 antagonist | TrxR1 inh | Pin1 inhibitor | TrxR1 substrate | USP1-UAF1 inh | D2 agonist | TRHR PAM | TRHR ag
Cc1ccc(C2=[N+]([O-])C3(CCCCC3=O)N(O)C2(C)C)cc1 (stereo not drawn) | 2% | 1 | 18%[57.1 µM] | 3% | 15%[57.1 µM] | -3% | -0.7 | -4 | 0.2
CCCCCC(=O)Nc1cccc(C2=NOC3(C2)C[C@H](C(N)=O)N(C(=O)CC)C3)c1 (stereo partly drawn) | 5% | 10 | -8%[57.1 µM] | -2% | 1%[57.1 µM] | 20% | 0.4 | -2 | 2.9
CCOc1cc(CN2CCN(S(=O)(=O)c3ccc(C)cc3)CC2)ccc1OC | 21% | x | -10% | -5% | -6% | -25% | x | 17 | -0.6
CCN(/C=N/c1sc2c(c1C#N)CC(C)(C)NC2(C)C)CC | 1% | x | 4%[57.1 µM] | 1% | 2% | -4% | x | 3 | -0.4
Cc1ccc(S(=O)(=O)N2CCOCC2)cc1NC(=O)COC(=O)CCn1c(C)csc1=O | -4% | -17 | 14% | -11% | 3% | -1% | -0.2 | -5 | -0.5
CCOc1ccc(N(CC(=O)N2CCCCCC2)S(=O)(=O)c2ccc(F)cc2)cc1 | -6% | -6 | 14% | 0% | -6% | -17% | -1.0 | 0 | -0.7
COC(=O)[C@@H]1CC[C@H](C)[C@@H](c2ccc(C)cc2)N1C(=O)c1ccc(/C=N/OC[C@@H](O)COCc2ccco2)cc1 | x | 6 | x | x | x | x | 2.0 | 1 | 1.1
CCN1C(=O)/C(=C2/C=CC=CN2C)SC1=S | 3% | -5 | -15% | 9% | -14% | -11% | 0.2 | -3 | 1.3
O=C(CSc1nc2ccccc2nc1Cc1ccccc1)N1CCCc2ccccc21 | -13% | x | 17%[57.1 µM] | u | -1%[57.1 µM] | -19% | 0.4 | -2 | 0.9
Cc1nccn1-c1ccc(C(F)(F)F)cc1NC=O | -4% | -4 | -11% | -8% | -9% | -6% | 1.0 | 3 | 0.0
O=C(CN1CCOCC1)Nc1ccc(Br)cc1 | -3% | 13 | 5%[57.1 µM] | -6% | 7%[57.1 µM] | -16% | 2.4 | 2 | 0.3
CCCOc1ccc(N2C(=O)CC(NCCCN3CCC(C(N)=O)CC3)C2=O)cc1 (stereo not drawn) | 5% | x | u | 1% | -3% | -14% | x | x | x
O=C1CCCN=C(Nc2ccc(F)c(Cl)c2)S1 | 8% | 2 | 36%[11.4 µM] | -6% | -18%[11.4 µM] | -6% | -1.0 | 3 | -2.1
Cc1oc(C(=O)O)cc1COc1ccccc1Cl | -5% | 15 | -3%[57.1 µM] | -2% | 9%[57.1 µM] | 0% | -0.2 | -1 | 0.3
Cc1c(C(N)=O)sc2ncn(CC(=O)N3CCC(C)CC3)c(=O)c12 | 3% | 24 | 23% | -4% | 15%[57.1 µM] | -13% | 0.1 | -1 | 1.4
COc1cccc(NC(=O)N2CCN(c3nnnn3-c3ccccc3)CC2)c1 | 2% | -15 | -6% | -1% | -10% | -11% | 0.4 | 3 | 0.4
CCC1Oc2ccc(Cl)cc2N(CC(=O)NCCc2ccc(Cl)cc2)C1=O (stereo not drawn) | 7% | x | 18%[57.1 µM] | -6% | 2%[57.1 µM] | u | -0.4 | -6 | 2.0
CCCCn1c(N)c(N(CC(C)C)C(=O)c2cccc(S(=O)(=O)N3CCN(C(C)=O)CC3)c2)c(=O)[nH]c1=O | 0% | -13 | -1% | 0% | -7% | 4% | -0.3 | 10 | 0.5
CCCCC1(C(=O)OCC)CC(CSC(=N)N)OC1=O (stereo not drawn) | -4% | -26 | 22%[57.1 µM] | -11% | 14%[57.1 µM] | -12% | 0.5 | -11 | -0.1
Cc1cc(C(=O)Nc2sc3c(c2C#N)CCC(C)C3)cs1 (stereo not drawn) | 3% | -24 | 29% | 8% | 23% | 1% | 0.0 | -3 | 0.3
CC(=O)N1N=C2/C(=C/c3ccccc3)CCCC2C1c1ccccc1 (stereo not drawn) | 2% | 0 | 12%[57.1 µM] | 1% | 4%[57.1 µM] | -24% | -0.4 | 31* | -0.6
Oc1ccc(C(=S)N2CCN(Cc3ccccc3)CC2)cc1 | -3% | -13 | 2% | 4% | 1% | -8% | -0.1 | -10 | -0.5
CC(C)OC(=O)CSc1nnc(-c2ccccn2)n1N | 4% | x | 3%[57.1 µM] | 1% | 4% | -6% | x | -5 | 0.6
O=C(Nc1ccccc1)c1nccn1Cc1ccc(F)cc1 | 0% | 5 | 20% | u | -3% | -1% | -0.9 | -3 | -0.4
